Nrf2 ARE act: activates Nrf2 signaling; AREc32 ARE-luciferase reporter (MCF7-derived line), luminescence, 24 h; Potency, µM (series often up to 46.1 µM), for inactives: at the highest dose activation, usual class: activators; hit rate 0.31% among 410,000; note: potency is the fitted concentration of half-maximal effect; % of control where 0% means no effect; nearly all actives have a fitted effect of over 65% in size
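Luminescent ARE reporter assay in AREc32_Fluc cells: overnight plating at 37 deg C, 24 hr compound incubation, Steady-Glo added, 30 min RT before reading.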
EPAC2 antagonist: EPAC2 (human) antagonism; Q8WZA2; EPAC2 GEF exchange of Rap1B-BODIPY-GDP, fluorescence; Potency, µM (top dose mostly 114 µM), without a hit: top-dose activity, negative = inhibition, hits mostly inhibitors; hit rate 0.18% among 360,000; AID 720708; note: potency is the fitted concentration of half-maximal effect; % is set by controls: 0 for no effect and ±100 for the full control effect; nearly all actives have a fitted effect of over 45% in size; many of its hits are not listed in these tables
Target sequence (Q8WZA2 whole entry, looked up): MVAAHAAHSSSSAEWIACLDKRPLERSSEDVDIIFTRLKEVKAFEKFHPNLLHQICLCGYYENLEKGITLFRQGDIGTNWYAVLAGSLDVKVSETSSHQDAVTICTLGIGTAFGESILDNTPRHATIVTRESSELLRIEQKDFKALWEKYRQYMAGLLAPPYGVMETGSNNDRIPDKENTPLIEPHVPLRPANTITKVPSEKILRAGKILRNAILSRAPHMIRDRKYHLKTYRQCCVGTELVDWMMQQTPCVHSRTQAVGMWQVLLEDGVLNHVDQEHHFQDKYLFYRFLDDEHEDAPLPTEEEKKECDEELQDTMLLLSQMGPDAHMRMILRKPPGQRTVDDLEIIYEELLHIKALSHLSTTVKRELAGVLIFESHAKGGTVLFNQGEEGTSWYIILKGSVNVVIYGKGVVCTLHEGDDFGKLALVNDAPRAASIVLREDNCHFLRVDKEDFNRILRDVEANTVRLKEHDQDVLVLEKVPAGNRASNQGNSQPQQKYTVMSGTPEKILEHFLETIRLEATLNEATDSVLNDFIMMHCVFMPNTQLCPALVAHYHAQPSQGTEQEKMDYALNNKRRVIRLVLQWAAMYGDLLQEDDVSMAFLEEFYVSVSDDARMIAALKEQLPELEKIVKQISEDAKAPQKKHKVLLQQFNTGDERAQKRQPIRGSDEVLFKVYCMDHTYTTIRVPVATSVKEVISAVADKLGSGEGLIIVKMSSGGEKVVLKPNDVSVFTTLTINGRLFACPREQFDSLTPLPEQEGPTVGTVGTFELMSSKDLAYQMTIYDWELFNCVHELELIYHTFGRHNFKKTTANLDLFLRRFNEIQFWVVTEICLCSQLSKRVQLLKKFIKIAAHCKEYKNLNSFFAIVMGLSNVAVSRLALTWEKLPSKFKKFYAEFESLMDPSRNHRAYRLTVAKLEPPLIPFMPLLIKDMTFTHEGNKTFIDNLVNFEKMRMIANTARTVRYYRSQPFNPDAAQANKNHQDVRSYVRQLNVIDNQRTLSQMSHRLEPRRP
TGFb SMAD3 inh: TGF-b pathway inhibition. HepG2 CAGA-GFP TGF-b/SMAD3 reporter, GFP fluorescence, 18 h; TGF-beta stimulated, 500 pg/mL final. Potency, µM (doses to about 46.1 µM), inactives show at the top dose activity, negative = inhibition, most hits filed as inhibitors. hit rate 1.2% among 410,000; note: potency is the fitted concentration of half-maximal effect; % is set by controls: 0 for no effect and ±100 for the full control effect; nearly all actives have a fitted effect of over 65% in size
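First, reporter cells (HEPG2 CAGA-GFP) rested 2 h at 37 degrees C. Next, compounds were pinned in and TGF-beta added to 500 pg/mL final. After 18 h, GFP was imaged per cell and summed per well.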
Nrf2 block: Nrf2 pathway inhibition | A549 ARE-Fluc reporter, luciferase luminescence, 18-24 h | Potency, µM (highest dose often 46 µM), for the others: at the highest dose activity change, negative = inhibition, actives largely listed as inhibitors | hit rate 2.1% among 360,000 | AID 504444; note: potency is the fitted concentration of half-maximal effect; % is set by controls: 0 for no effect and ±100 for the full control effect; nearly all actives have a fitted effect of over 60% in size
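Nrf2 activity is the BugLite luminescence, read 15 min after reagent at room temperature, following CellTiter-Fluor cytotoxicity readout (30 min, 37C). Compound titrations were applied for 18-24 h to 5000 A549 ARE_Fluc cells/well in 5% FBS OPTI-MEM.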
MmCpn inh: inhibitors of Methanococcus maripaludis chaperonin (MmCpn) | hit rate 0.031% among 330,000 | purified Mm-Cpn ATPase, ADP Transcreener TR-FRET | AID 504842 | Potency, µM (doses to about 76.9 µM), for the others: at the highest dose activity, negative = inhibition, most hits filed as inhibitors; note: potency is the fitted concentration of half-maximal effect; % is set by controls: 0 for no effect and ±100 for the full control effect; nearly all actives have a fitted effect of over 80% in size
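ATPase read-out: TR-FRET ADP immunoassay (anti-ADP Eu cryptate vs ADP-d2), ex 320 nm, em 590/665 nm; signal drops as ADP forms. Enzyme 25 nM, ATP 10 uM, 30 min at 37°C after 10 min compound preincubation.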
EPAC2 ag: EPAC2 (human) agonism. AID 720711. EPAC2 activation, biochemical qHTS; response scale: 100% = 6.5 mM cAMP response. Potency, µM (top dose mostly 154 µM), for the others: top-dose activation, most hits filed as activators. hit rate 0.079% among 360,000; note: potency is the fitted concentration of half-maximal effect; nearly all actives have a fitted effect of over 50% in size
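Compounds were added across a concentration range to EPAC2 (100 nM), RAP1B-BODIPY-GDP (250 nM) and GDP (50 uM). After 5 min at room temperature, fluorescence was recorded at 5-min intervals for 30 min.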
pAkt inh: Akt phosphorylation inhibition; hit rate 0.32% among 360,000; activity change, % for hits at 50 µM; Neuro2A IGF-stimulated pAkt S473 HTRF, 20 min; active compounds read low; in the data active = activity change below about -80%; inconclusive = mostly about -51% to -80%; note: % is set by controls: 0 for no effect and ±100 for the full control effect
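Single-point screen (50 µM final compound) in Neuro2A cells stimulated 20 min with 6 nM IGF at 37 deg C. After lysis, Ser473-phosphorylated Akt read by HTRF (ex 330 nm, em 615/665 nm) as the 665/615 ratio.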
CCT modulator: modulators of cytosolic chaperonin (CCT/TRiC) activity. hit rate 0.3% among 360,000. activity change, % (concentration not given with the values), hits read low. purified chaperonin ATPase assay, HTRF ADP detection, 30 min; in the data active = activity change below about -30%; note: % is set by controls: 0 for no effect and ±100 for the full control effect
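Enzyme 40 or 20 nM (batch-dependent) in Tris pH 7.4/KCl/MgCl2/DTT; cpd 76 uM single point; ATP 10 uM; 30 min 37 °C; Transcreener ADP HTRF detection, 30 min RT; ratio 665/615.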
A549 viability: kills or reduces viability of A549 cells in Nrf2 counter-screen | A549 ARE-Fluc cells, CellTiter-Fluor viability, 18-24 h | Potency, µM (series often up to 46 µM), for the others: at the top dose activity change, negative = cytotoxicity, most hits filed as inhibitors | hit rate 0.16% among 390,000 | AID 504648; note: potency is the fitted concentration of half-maximal effect; % is set by controls: 0 for no effect and ±100 for the full control effect
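Cytotoxicity counterscreen: CellTiter-Fluor fluorescence was measured in A549 ARE_Fluc cells after 18-24 h of compound exposure in a concentration series. The subsequent BugLite luminescent read reports ARE-luciferase activity.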
* = called active by the depositor; i = inactive; ? = inconclusive; · = no result given; [ ] = dose if it differs, or a comment. Unless noted, calls come from the whole dose curve; as a rule, active = well fitted curve in the direction sought with a large enough effect; inconclusive = small, poorly fitted or top-dose-only effect, or another doubt; inactive = no such curve, though single readings can be large; an effect the other way counts as inactive or inconclusive.

item | canonical_smiles | Nrf2 ARE act | EPAC2 antagonist | TGFb SMAD3 inh | Nrf2 block | MmCpn inh | EPAC2 ag | pAkt inh | CCT modulator | A549 viability
1 | O=S(=O)(c1cccc2cccnc12)N1CCCc2ccccc21 | 0.0% | -26% | -19% | -18% | 0% | 3% | i | 1.2 | -11%
2 | Cc1ccc(NC(=O)CCc2c(C)nn(-c3ccc(N4CCCCC4)nn3)c2C)cc1C | 0.5% | 2% | ? | ? | -3% | 3% | i | -0.3 | 0%
3 | C[C@H](CO)N1C[C@H](C)[C@@H](CN(C)Cc2ccc(Oc3ccccc3)cc2)Oc2c(NS(=O)(=O)c3cn(C)cn3)cccc2C1=O | -0.1% | -11% | 3% | -8% | 2% | 6% | i | 0.3 | -5%
4 | COc1cc(C(=O)OC2CCCCC2=O)cc(OC)c1C (stereo not given) | 4.7% | 4% | -3% | -16% | 1% | 0% | i | -0.2 | 0%
5 | Cc1ccc(CCNC(=O)C2CCCN2S(=O)(=O)c2ccc3c(c2)CCC(=O)N3)cc1 (stereo not given) | 8.5% | -5% | -2% | 12% | 0% | -8% | i | -0.3 | 1%
6 | COc1cccc(C(=O)C2CCCN(C(=O)c3cccc(C#CC(C)(C)O)c3)C2)c1 (stereo not given) | 0.3% | -1% | -14% | ? | -2% | 4% | i | -4.3 | 1%
7 | COc1cc(/C=C2/SC(=S)N(CC(=O)Nc3nc4ccccc4s3)C2=O)cc(OC)c1OC | 2.2% | 20% | -2% | -1% | -3% | 16% | i | 0.5 | -6%
8 | O=C(NCC1CCCO1)C1CC(=O)N(C2CCCC2)C1 (stereo not given) | 0.4% | -1% | -3% | -19% | 1% | 2% | i | 0.9 | -1%
9 | O=C(NCc1ccccc1Cl)[C@H]1CCCN1C(=O)[C@H]1CCCN1C(=O)c1cccs1 | 0.1% | 8% | · | · | · | 5% | i | -1.7 | ·
10 | CC1=CC2C(C(O)CC3(C)C2CC(C)C32OCOC23COCO3)C2(C)C/C(=C\O)C(=O)C=C12 (stereo not given) | -2.6% | -5% | 5.6µM* | 21µM* | · | -8% | i | 2.5 | ?
11 | O=C(O)CCCSCC(=O)Nc1ccccc1 | -0.4% | 20% | 1% | ? | 2% | 7% | i | 1.2 | 0%
12 | O=C(CSc1ccc(Cl)cc1)NC1CC1 | -0.2% | -4% | 0% | · | · | 1% | i | 1.1 | ·
13 | CN(Cc1ccccc1)C(=O)c1ccc(NC(=O)C2=CSCCO2)cc1 | 2.7% | 5% | -15% | -14% | -1% | 11% | i | -1.0 | 0%
14 | CCCOC(=O)c1[nH]c2c(c1C)C(=O)CC(c1cc(OC)c(OC)c(OC)c1)C2 (stereo not given) | 3.7% | 0% | -17% | 16µM* | 1% | 2% | i | -1.3 | -19%
15 | CCOC(=O)c1c(C)[nH]c(N=Nc2ccccc2Cl)c1C | 30% | -10% | ? | -3% | 1% | 9% | i | 0.3 | -11%
16 | CCCC(=O)Nc1ccc(NC(=O)c2cc3ccccc3o2)c(OC)c1 | 0.3% | 22% | -29% | 1% | -21% | -4% | i | -3.6 | 1%
17 | O=C(CCS(=O)(=O)c1cccc2nonc12)N1CC(=O)N(CCc2ccccc2)C(=O)C1 | 0.0% | 10% | 0% | 0% | 1% | -4% | i | 1.4 | -7%
18 | Cc1ccc(OCC(=O)OCC(=O)c2c(N)n(C)c(=O)n(C)c2=O)cc1C | -0.7% | 3% | 11% | 8% | 0% | 0% | i | 1.0 | 0%
19 | Cc1c(NC(=O)C(C)OC(=O)CCc2c[nH]c3ccccc23)c(=O)n(-c2ccccc2)n1C (stereo not given) | -0.3% | 11% | -2% | 3% | 1% | 1% | i | -1.7 | 7%
20 | O=C(NCCCn1ccnc1)C(=O)NCC1OCCN1S(=O)(=O)c1ccccc1 (stereo not given) | -0.4% | 6% | 14% | ? | 1% | 4% | i | -1.0 | 1%
21 | CSc1nc2ccc(NC(=O)c3ccco3)cc2s1 | 19% | 1% | -6% | ? | -1% | 2% | i | -1.2 | -2%
22 | Cc1ccc(C(=O)c2cn[nH]c2-c2ccccc2O)cc1 | 3.4% | -4%[57.1 µM] | -2% | -1% | -3% | -2% | i | 0.3 | -9%
23 | C=CCNC(=O)c1onc(CSc2ccc(F)c(F)c2)c1C(=O)NCC=C | 0.5% | -3% | 1% | -4% | · | 10% | i | 1.1 | -1%
24 | COc1ccc(Br)cc1CN1CCCC(C(=O)N2CCCCC2)C1 (stereo not given) | -0.3% | -1% | -3% | -8% | -1% | 12% | i | -0.9 | ·
25 | O=C(N/N=C/c1ccc([N+](=O)[O-])cc1)c1cccc(N2CCCC2=O)c1 | -0.7% | -2% | 2% | -17% | 0% | -5% | i | -1.1 | -1%
26 | COc1cc(C)c(NC(=O)c2cccc(S(=O)(=O)N3CCCC3)c2)cc1OC | 0.2% | 5% | -5% | -16% | 0% | 2% | i | -0.2 | 2%
27 | Cc1cc(NC(=S)N(CCCN2CCOCC2)Cc2ccco2)ccc1Cl | -0.9% | -3% | ? | -3% | 1% | 6% | i | -0.2 | 0%
28 | Cc1cc(C)c(NC(=O)COC(=O)C2=COCCO2)c(Cl)c1 | -0.7% | -7% | 13% | -3% | 2% | 1% | i | -3.5 | -3%
29 | CCC1(c2ccc(C)cc2)NC(=O)N(C(C)C(=O)Nc2ccc(N3CCOCC3)cc2)C1=O (stereo not given) | 0.3% | 25% | 4% | 3% | -2% | 2% | i | 0.9 | -1%
30 | O=C(Nc1ccn(CCCNCc2cccc3ccccc23)c(=O)n1)OCc1ccccc1 | -3.3% | 1% | ? | · | · | 12% | i | -0.4 | ·
31 | CS(=O)(=O)c1ccc(Cl)c(NC(=O)c2cc(S(=O)(=O)N3CCOCC3)ccc2N2CCCC2)c1 | 2.8% | -7% | -3% | -7% | -1% | 7% | i | -0.2 | 4%
32 | Cn1nc(C(=O)NCCc2ccc(S(N)(=O)=O)cc2)c2c1-c1ccccc1S(=O)(=O)C2 | 0.1% | 3% | 10% | -20% | 3% | 5% | i | -3.4 | -1%
33 | CCCCCN(C(=O)CSc1n[nH]c(-c2ccc(C)cc2)n1)c1c(N)n(CCCC)c(=O)[nH]c1=O | 3.4% | 5% | 3% | ? | 0% | -14% | i | -4.6 | 0%
34 | COCCNc1nc(Oc2cccc(NC(C)=O)c2)c2sccc2n1 | 3.9% | -4% | -10% | · | · | 10% | · | -0.7 | ·
35 | CCC(=O)N1CN(S(=O)(=O)c2ccc(C)cc2)CC1C (stereo not given) | 0.1% | 9% | 31%[activator] | ? | -2% | 9% | i | 0.8 | ·
36 | Cc1ccc(N(CC(=O)NCC2CCCO2)S(=O)(=O)c2ccc(Cl)cc2)cc1C (stereo not given) | -0.7% | -8% | 0% | ? | -9% | 1% | i | -0.1 | -1%
37 | CCOP(=O)(OCC)C(NC(=O)c1cccs1)c1ccccc1 (stereo not given) | -0.3% | 1% | -5% | ? | 0% | 1% | i | -1.1 | -4%
38 | COc1cccc(C2Nc3ccccc3NC3=C2C(=O)CC(C)(C)C3)c1OC (stereo not given) | -0.4% | 19% | ? | 15% | -3% | -2% | i | -12 | 3%
39 | O=C1CSc2ccc(S(=O)(=O)NCc3ccccc3)cc2N1 | 2.5% | 0% | 5% | -16% | 1% | 12% | i | -0.4 | -5%
40 | CC1Cc2ccccc2N1C(=S)Nc1cccc(S(=O)(=O)N(C)C)c1 (stereo not given) | 2.8% | -11% | ? | ? | 0% | 7% | i | -0.6 | -3%
41 | CCn1cc(C(=O)Nc2ccc3c(c2)OCCO3)c2cc(OC)c(OC)cc2c1=O | -0.2% | -23% | 6% | 7% | -1% | 5% | i | -0.1 | -5%
42 | Nc1c(C(=O)c2ccccc2)sc2nsc(SCCN3CCOCC3)c12 | 3.8% | 1% | 12% | ? | 2% | ? | i | -3.8 | -1%
43 | Cc1cccc(-n2nc3c(c2NC(=O)c2ccco2)CSC3)c1C | 0.3% | -3% | ? | 7% | -2% | 5% | i | -1.6 | 4%
44 | O=C(C1=C[C@@H](C2CCCCC2)C[C@@H](OCc2ccc(CO)cc2)O1)N1CCOCC1 | 3.2% | 6% | -14% | -1% | · | 0% | i | 0.9 | -15%
45 | CCOC(=O)N1CCN(S(=O)(=O)CCNC(=O)c2ccc(F)cc2)CC1 | -0.6% | 0% | 18% | 7% | 0% | 8% | i | -1.8 | -1%
46 | CCOc1cc(NC(=S)NCC2CCCO2)c(OCC)cc1NC(=O)c1ccccc1 (stereo not given) | -1.0% | -6% | 0% | ? | -1% | 12% | · | -9.6 | -4%

Profiles, looked up by structure. Values in the order: Nrf2 ARE act | EPAC2 antagonist | TGFb SMAD3 inh | Nrf2 block | MmCpn inh | EPAC2 ag | pAkt inh | CCT modulator | A549 viability
CCC(=O)N1CN(S(=O)(=O)c2ccc(C)cc2)CC1C (stereo not given) is listed as 0.1% | 9% | 31%[activator] | ? | -2% | 9% | i | 0.8 | ·
CCCCCN(C(=O)CSc1n[nH]c(-c2ccc(C)cc2)n1)c1c(N)n(CCCC)c(=O)[nH]c1=O is listed as 3.4% | 5% | 3% | ? | 0% | -14% | i | -4.6 | 0%
O=C1CSc2ccc(S(=O)(=O)NCc3ccccc3)cc2N1 is listed as 2.5% | 0% | 5% | -16% | 1% | 12% | i | -0.4 | -5%

Printed as active in TGFb SMAD3 inh, of those listed so far:
entry	compound	Nrf2 ARE act	EPAC2 antagonist	TGFb SMAD3 inh	MmCpn inh	EPAC2 ag	pAkt inh	CCT modulator
10	CC1=CC2C(C(O)CC3(C)C2CC(C)C32OCOC23COCO3)C2(C)C/C(=C\O)C(=O)C=C12 (stereo not given)	-2.6%	-5%	5.6µM*	·	-8%	i	2.5

Bioassay records: PubChem BioAssay, National Center for Advancing Translational Sciences (NCATS)

Only part of the results is shown; count on the stated rates, not on these rows.
